From PubChem
Pin1 inh: human Pin1 inhibition | 390,000 tested, 0.009% active | AID 504891 | Potency, µM (titrated, usually from 115 µM), without a hit: at the top dose activity, negative = inhibition, usual class: inhibitors | Pin1 FP peptide displacement, HiFluor488, 10 min; active means well fitted inhibition curve with a large enough effect in the polarisation, with a control signal flat, not every such curve was filed as active; inconclusive means small, poorly fitted or top-dose-only effect, or effect the other way, or a change in a side signal; inactive means no such curve, though single readings can be large or run the other way; the % refers to the polarisation; further: on the % scale 0 is the no-effect control and ±100 the full control effect
Target sequence (Q13526 whole entry, looked up): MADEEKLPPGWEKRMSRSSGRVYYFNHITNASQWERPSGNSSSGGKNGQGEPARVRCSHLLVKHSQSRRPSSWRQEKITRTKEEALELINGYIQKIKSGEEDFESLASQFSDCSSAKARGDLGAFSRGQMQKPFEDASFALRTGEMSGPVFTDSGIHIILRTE
PGK inhibitor: blocks T. brucei phosphoglycerate kinase | 380,000 tested, 0.043% active | Potency, µM (titrated, usually from 57.5 µM), without a hit: top-dose activity change, negative = inhibition, hits mostly inhibitors | PGK/GAPDH coupled, Kinase-Glo luminescence, 60 min | P07378; further: on the % scale 0 is the no-effect control and ±100 the full control effect; nearly all actives have a fitted effect of over 60% in size
Target sequence (P07378 whole entry, looked up): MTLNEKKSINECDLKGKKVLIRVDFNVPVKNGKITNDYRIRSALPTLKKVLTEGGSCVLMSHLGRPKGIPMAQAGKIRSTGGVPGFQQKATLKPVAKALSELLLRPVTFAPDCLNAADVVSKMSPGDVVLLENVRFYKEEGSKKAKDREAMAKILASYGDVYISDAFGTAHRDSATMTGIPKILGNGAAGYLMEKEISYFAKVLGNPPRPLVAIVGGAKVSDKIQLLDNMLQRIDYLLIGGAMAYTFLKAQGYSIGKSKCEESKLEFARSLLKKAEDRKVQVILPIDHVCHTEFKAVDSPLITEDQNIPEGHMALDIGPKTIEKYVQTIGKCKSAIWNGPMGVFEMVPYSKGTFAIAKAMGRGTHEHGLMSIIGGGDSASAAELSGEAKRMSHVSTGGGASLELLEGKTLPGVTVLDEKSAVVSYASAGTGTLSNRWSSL
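Recombinant glycosomal PGK reaction used 1,3-bisphosphoglycerate generated in-well by GAPDH (100nM final) in 100mM TEA pH 7.6, 5mM MgCl2, 0.01% Tween-20. After 60 minutes at room temperature, ATP was read by Kinase-Glo Plus luminescence end-point.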
12-LOX inh: inhibitors of human 12S-lipoxygenase ALOX12; AID 1671190; 580,000 tested, 1.1% active; Potency, µM (highest dose often 108 µM), for the others: at the top dose activity change, negative = inhibition, usual class: inhibitors; purified 12hLO, xylenol orange hydroperoxide absorbance; P18054; further: on the % scale 0 is the no-effect control and ±100 the full control effect
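Purified human 12hLO (150 nM final) in 25 mM Hepes, 0.01% Triton X-100, pH 7.0 was preincubated 15 min at room temperature with compound. Then 40 uM arachidonic acid was added, 30 min. Hydroperoxide was read by Fe-XO absorbance ratio 573/405 nm.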
RGS4 inh: inhibitors of human regulator of G protein signaling 4. P49798. Transcreener GDP fluorescence polarization, RGS4-accelerated GTP hydrolysis. Potency, µM (titrated, usually from 114 µM), without a hit: top-dose activity change, negative = inhibition, actives largely listed as inhibitors. 390,000 tested, 0.039% active. AID 504845; further: on the % scale 0 is the no-effect control and ±100 the full control effect; nearly all actives have a fitted effect of over 75% in size; some results filed as inactive show a strong effect at the top dose
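MLSMR compounds (23 nl, pin-transferred) preincubated 10 min at room temperature with a 500nM (2x) first reagent, then RGS4 at 900nM (2x) plus Transcreener GDP mix added; fluorescence polarization (620/688 nm) read before and after 90 min at 30 °C.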
GLS inh: glutaminase GLS (human) inhibition. O94925. GLS enzymatic activity, qHTS titration. Potency, µM (series often up to 45.5 µM), for the others: top-dose activity change, negative = inhibition, usual class: inhibitors. 410,000 tested, 0.21% active. AID 624170; further: on the % scale 0 is the no-effect control and ±100 the full control effect
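Two-point fluorescence kinetic (t0, 30 min RT) for hKGA; glutamate detected via glutamate oxidase–HRP–Amplex Red. Substrate: 1 mM L-glutamine solution; buffer 45 mM KH2PO4, pH 8.2.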
JMJD2A Tudor: JMJD2A Tudor domain (human) inhibition | AlphaScreen JMJD2A-Tudor / H3K4me3 peptide binding | Potency, µM (titrated, usually from 114 µM), inactives show at the highest dose activity change, negative = inhibition, usual class: inhibitors | 390,000 tested, 4.4% active; further: on the % scale 0 is the no-effect control and ±100 the full control effect; nearly all actives have a fitted effect of over 50% in size
ERG-DNA inh: blocks human ERG Ets domain binding to DNA; Potency, µM (series often up to 76.9 µM), for the others: top-dose FP activity, negative = inhibition, usual class: inhibitors; 370,000 tested, 0.028% active; AID 624246; fluorescence polarization, His-ERG Ets domain / labelled DNA; active means well fitted inhibition curve with a large enough effect in the polarisation, with a control signal flat; inconclusive means small, poorly fitted or top-dose-only effect, or effect the other way, or a change in a side signal; inactive means no such curve, though single readings can be large or run the other way; the % refers to the polarisation;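 further: polarization taken with two DNA probes labelled with fluorescein and Texas red; % of control where 0% means no effect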
Target sequence (P11308 whole entry, looked up, the tested form may be a part): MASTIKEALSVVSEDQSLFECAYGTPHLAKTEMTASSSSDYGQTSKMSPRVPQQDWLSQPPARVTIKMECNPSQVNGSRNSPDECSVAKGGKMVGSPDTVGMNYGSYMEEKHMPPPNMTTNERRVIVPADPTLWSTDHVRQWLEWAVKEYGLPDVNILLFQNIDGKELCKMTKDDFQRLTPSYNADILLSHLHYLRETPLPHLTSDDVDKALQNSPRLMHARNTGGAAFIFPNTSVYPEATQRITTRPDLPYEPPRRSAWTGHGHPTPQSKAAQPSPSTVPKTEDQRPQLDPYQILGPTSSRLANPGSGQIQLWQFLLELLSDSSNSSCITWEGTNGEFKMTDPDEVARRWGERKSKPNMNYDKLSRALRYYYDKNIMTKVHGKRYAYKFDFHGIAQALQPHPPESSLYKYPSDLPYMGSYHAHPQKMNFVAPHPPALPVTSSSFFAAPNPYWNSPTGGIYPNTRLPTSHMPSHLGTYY
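His-tagged ERG Ets domain (1 uM in the protein solution; 300mM KCl, 50mM Tris-HCl, 1mM EDTA, 1mM DTT, pH 7.5) received compound, then a probe mix of 5 nM fluorescein-DNA and 100nM Texas-615-DNA. Fluorescence polarization was read for both dyes.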
TrxR1 inh: rat TrxR1 inhibition | 390,000 tested, 1% active | recombinant rTrxR1, NADPH fluorescence consumption, selenite substrate | AID 588453 | O89049 | Potency, µM (doses to about 114 µM), for inactives: at the top dose activity change, negative = inhibition, usual class: inhibitors; further: on the % scale 0 is the no-effect control and ±100 the full control effect; nearly all actives have a fitted effect of over 65% in size
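Rat TrxR1 (90 nM in the dispensed reagent) was pre-reduced with 400 uM NADPH for 5 min at room temperature, then incubated with compound for 15 min. After 400 uM selenite was added, NADPH fluorescence (Ex 340/Em 450 nm) was followed for 8 min.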
HP1b chromo inh: inhibitors of HP1-beta chromodomain binding to methylated histone tails. AID 540317. AlphaScreen HP1-beta / biotin-H3K9me3 peptide binding. 390,000 tested, 0.56% active. Potency, µM (titrated, usually from 114 µM), inactives show top-dose activity change, negative = inhibition, usual class: inhibitors; further: nearly all actives have a fitted effect of over 70% in size; inactives centre near 23
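HP1-beta protein (50 nM final) preincubated 30 min at room temperature with biotinylated H3(1-18)K9me3 peptide (50 nM) in PBS pH 7.4, 0.01% Tween-20, then compound added for 30 min. AlphaScreen streptavidin donor/nickel chelate acceptor beads (10 ug/mL final), 30 min dark, luminescence read.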
* marks the source's active call; other numbers are inactive results; i = inactive; ? = inconclusive; nt = no result given; & = joins results of further samples; [ ] = another dose, or the depositor's remark. Unless noted, the call rests on the fitted dose curve; in most records, active means well fitted curve in the direction sought with a large enough effect; inconclusive means small, poorly fitted or top-dose-only effect, or another doubt; inactive means no such curve, though single readings can be large; an effect the other way counts as inactive or inconclusive. Potency means the concentration at half of the fitted maximal effect.

Structure | Pin1 inh | PGK inhibitor | 12-LOX inh | RGS4 inh | GLS inh | JMJD2A Tudor | ERG-DNA inh | TrxR1 inh | HP1b chromo inh
COc1ccc(C(=O)N[C@H](C(=O)NCCCn2nc(C)cc2C)C(C)C)cc1 | -9.2% | i | 0.4% | -1.1% | -11.0% | -3.8% | 20.6% | -7.5% | 31.4%
O=C(Cn1ccc2ccccc2c1=O)NCCC(=O)Nc1ccc(F)cc1F | -1.4%&2.8% | -9.3%&-0.4% | -4.9%&-23.8% | 4.4%&-7.8% | -2.0%&-8.0% | -17.6%&-11.6% | 4.1%&4.0% | 11.5%[57.1 µM] | 5.5%&8.1%
O=S(=O)(NNc1nccc(C(F)(F)F)n1)c1cccc(Cl)c1Cl | -1.0% | 2.8% | 51.6%[activator] | 6.4% | 10.4% | -13.6% | -2.6% | 19.2% | 10.3%
CCc1n[nH]c(=S)n1/N=C/c1ccc(-c2ccc(Br)cc2)o1 | 17.1% | -6.2% | ? | -26.2% | -13.5% | -14.7% | -0.2% | 9.5% | 49.8%[activator]
O=S(=O)(c1ccc(Cl)cc1)N1CCC(c2ccncc2)CC1 | -6.6% | -4.0% | -18.0% | 3.9% | -3.5% | -23.7% | 2.6% | 12.3%[57.1 µM] | 32.1%
Nc1ncnc2c1ncn2[C@@H]1O[C@H](CN=C2NS(=O)(=O)c3ccccc32)[C@@H](O)[C@H]1O | -10.4% | -0.2% | 1.0% | 5.1% | 0.7% | -2.2% | -24.1% | 15.7% | 39.7%[activator]
CCc1ccccc1NC(=O)Nc1cc(C(=O)NCc2ccccc2OC)ccc1N1CCCC1 | -9.8% | i | 1.3% | 9.9% | 2.9% | -9.3% | -0.3% | 18.6%[57.1 µM] | 5.9%
CCN(CC)S(=O)(=O)c1cccc(C(=O)NC2CCCCC2)c1 | 0.8% | 1.8% | 3.8% | 14.2% | 0.3% | 0.0% | -8.3% | -2.3% | 24.5%
NCc1nc(-c2ccc(Cl)cc2)no1 | 6.4% | nt | -15.7% | 33.1% | -2.9% | -5.2% | -6.9% | 12.7% | 47.3%[activator]
CCc1ccc(C(=O)NN=C2CCCCCC2)s1 | -8.3% | -3.7% | 0.0% | 29.7% | -5.0% | -16.3% | -11.1% | 9.2% | 23.2%
C/C(N)=C(/C#N)C(=O)COC(=O)C(c1ccccc1)c1ccccc1 | 0.2% | -1.3% | -5.6% | -34.6% | 0.7% | -19.5% | -9.4% | 5.2%[57.1 µM] | -21.6%
O=C(O)c1ccc(Nc2ncnc3scc(-c4ccccc4)c23)cc1 | 13.6%&1.2% | -10.1%&9.0% | -17.4%&1.0% | 23.6%&-5.2% | -28.8%&6.2% | -14.6%&-7.1% | ? | 6.0% | 44.9%&36.5%[activator]
O=C(N/N=C\c1ccc(COc2ccc([N+](=O)[O-])cc2)o1)c1cccc(Cl)c1 | -0.4% | -5.0% | -21.2% | 19.4% | -8.4% | -17.9% | -2.5% | -22.4% | -3.4%
Cc1ccc(-c2nc3cccnc3s2)cc1NS(=O)(=O)c1ccc2c(c1)CCCC2 | 44.7%[activator] | -5.8% | -17.1% | -16.9% | 2.1% | -13.9% | 12.0% | 66.8%[activator][57.1 µM] | 8.0%
Cc1cccc(OCc2nc(-c3ccccn3)n[nH]2)c1 | -3.3% | i | 18.2% | -20.4% | 1.4% | 12.6µM* | 5.4% | 22.4%[57.1 µM] | 45.9%
O=C(Cn1c(=O)nc(-c2ccccc2)c2ccccc21)NCCCc1ccccc1 | -3.1% | 7.7% | 0.0% | -14.3% | -8.0% | -1.4% | -3.6% | 15.2% | 33.6%
FCCCOc1ccc(-c2ccnc(-c3ccccc3)n2)cc1 | 9.2% | -2.8% | 0.0% | 13.4% | -0.5% | 114.6%[activator] | 3.3% | -9.6% | 220.8%
CCCCN1C(=O)C(=O)N(CC(=O)Nc2ccccc2C(C)=O)C1=O | -4.6% | -3.5% | 235.7%[activator] | -4.1% | 5.1% | -9.0% | nt | 8.5% | 17.7%
CCOC(=O)c1ccc(NC(=O)CSc2nnnn2C2CCCCC2)cc1 | -1.2% | -4.4% | 0.2% | -32.6% | -7.8% | -2.5% | -7.4% | 5.2% | 23.2%
O=C(Oc1cccc(N2C(=O)CCC2=O)c1)c1ccccc1 | -3.3% | -5.4% | ? | -18.8% | -2.7% | -12.5% | 5.2% | 3.9% | 45.8%[activator]
O=C(COc1ccc(S(=O)(=O)Nc2ccccc2)cc1)NCc1cccnc1 | 1.8% | -3.2% | 5.2% | -15.6% | -1.0% | -6.7% | 11.6% | -7.6% | 30.9%
COc1ccc(Cn2nc(C)cc2C)cc1OC | -1.7% | -0.5% | 0.0% | -6.4% | 10.4% | -2.6% | -1.8% | 15.6%[57.1 µM] | 36.0%
COc1cccc(C(=O)Nc2nnc(-c3ccc(F)cc3)o2)c1 | 4.4% | -5.8% | 17.6% | 4.1% | -10.7% | -23.4% | 16.6% | 4.6% | 29.8%
CN(C(=O)COC(=O)c1ccc(Cl)c(N)c1)c1ccccc1 | -11.3% | i | 3.8% | -0.8% | -0.4% | -17.4% | 3.4% | 3.2%[57.1 µM] | -18.2%
CCCOC1CCCN(C(=O)CCc2nnc(CCCCc3ccccc3)o2)C1 (centres undefined) | 8.5% | 1.1% | -17.2% | -10.7% | -1.7% | -14.8% | -7.4% | 21.2% | 26.6%
Cc1ccc2c(c1)CCCN2C(=O)c1c(C)noc1C | 1.8% | -0.6% | 13.6% | -5.8% | 8.2% | 5.8% | -1.7% | 3.2% | 25.8%
Cn1c(N)c(S(=O)(=O)N2CCN(C(=O)c3ccco3)CC2)c(=O)n(C)c1=O | 2.1% | -8.2% | 4.8% | 13.6% | 11.9% | -7.0% | -2.3% | 17.3% | 30.5%
CC(=O)OCC(=O)[C@@]1(OC(C)=O)[C@@H](C)C[C@H]2[C@@H]3C[C@H](F)C4=CC(=O)C=C[C@]4(C)[C@@]3(F)[C@@H](O)C[C@@]21C | -2.3% | -4.5% | 0.1% | 1.0% | 15.3%&-17.4% | -16.5% | 6.9% | 12.4% | 12.9%
O=C(Nc1ccc(S(=O)(=O)Nc2cnc3ccccc3n2)cc1)c1ccc([N+](=O)[O-])cc1Cl | 1.2% | -9.7% | -11.1% | 30.1% | 17.6% | ? | -21.5% | 5.3% | 6.7%
CC(=O)C[C@H](O)CC(=O)[C@H]1OC(=O)CCCCCCCCc2ccccc21 | -7.9% | -0.5% | 14.0% | 6.4% | -0.6% | -22.1% | -6.4% | 10.8% | 26.3%
COc1ccccc1/C=C\C(=O)NCC(=O)N/N=C/c1ccc(O)cc1O | -1.4% | -1.2% | -15.4% | 8.3% | ? | -31.7% | 1.9% | 7.8% | 11.7%
CCCC(=O)NC1=C(C#N)C2(CCCC2)Cc2ccccc21 | -1.5% | -0.9% | -3.2% | -23.6% | 6.1% | -26.8% | 6.8% | 19.0% | 12.4%
Cc1ccc([C@@H]2[C@@H]3C(=O)N(c4ccccc4)C(=O)[C@@H]3[C@]3(C)C(=O)N(Cc4ccccc4)CC(=O)N23)o1 | -5.6% | 13.3% | 16.4% | 16.9% | 4.4% | -16.4% | 3.5% | -0.8% | 35.5%
O=C(O)c1cc(S(=O)(=O)Nc2ccc3c(c2)OCCO3)c(Cl)cc1Cl | -8.2% | i | -60.9% | -24.7% | 28.9% | -8.6% | 4.8% | 40.5%[activator] | 45.3%[activator]
O=C(Nc1ccc(S(=O)(=O)Nc2ncccn2)cc1)C(F)(F)F | -9.8% | -3.2% | 41.4%[activator] | -36.3% | -0.4% | -10.3% | 1.7% | 40.7% | 49.8%[activator]
O=S(=O)(NCCCCCCNS(=O)(=O)c1c(F)cccc1F)c1ccc2c(c1)OCCO2 | -11.7%&-3.0% | -3.0% | -20.6% | 16.7% | 1.4% | -12.7%&-20.5% | nt | 22.2% | 38.9%
Cc1cc(C)c(NC(=O)C2CCN(c3nc4ccccc4n4cccc34)CC2)c(C)c1 | 30.4%[activator] | nt | 0.2% | -4.3% | 7.2% | ? | 0.1% | 14.6% | -1.4%
Nc1cccc2c1C(=O)N(C(=O)c1cccc(S(=O)(=O)N3CCCC3)c1)C2=O | nt | 5.1% | ? | -10.7% | 21.6% | -8.0% | -3.9% | ? | 69.1%
O=S(=O)(c1ccc2ccccc2c1)n1cccn1 | -5.7% | 1.1% | -19.9% | 23.4% | 3.3% | -12.5% | 0.3% | 34.4% | 39.1%[activator]
CCC1C(=O)N=C(SCC(=O)Nc2ccc(S(N)(=O)=O)cc2)NC1=O (centres undefined) | 1.4% | -0.4% | -2.8% | 3.7% | 0.0% | -4.2% | 2.1% | 6.2% | 8.6%
Cc1cc(C(=O)Nc2c(F)cc(F)cc2Br)n(-c2ccccc2)n1 | -7.2% | -3.7% | 36.3%[activator] | 6.2% | -2.0% | -6.2% | 5.6% | 7.6% | 30.6%
CCN(CC(=O)Nc1ccc(OC)cc1)C(=O)c1cc(S(=O)(=O)N2CCOCC2)ccc1N1CCCC1 | -7.3% | 2.9% | -3.9% | 16.8% | 9.7% | -10.8% | 1.2% | 2.2% | 9.6%
Cc1ccc(S(=O)(=O)N2CC=C(C(=O)NCCC(C)C)CC2)cc1 | -3.3% | i | 1.9% | 17.3% | 4.0% | -7.4% | 4.8% | 13.6% | -2.8%

Some of the compounds tested (hit frequency here may not be typical).
